# Screening data deposited in PubChem BioAssay by several laboratories.
# HTR5A inv ag: HTR5A inverse agonism, opioid heterodimer counter-screen. HTR5A cell line, luminescence. P47898. 340,000 tested, 0.083% active. inhibition, % at 9.3 µM; in the data active = inhibition mostly above about 23%, no sharp cut-off; inactive = mostly below about 18%;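 also: 0% = cells with DMSO and 100% = no-cell wells with DMSO; some compounds called inactive have numbers as strong as hits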
# Target sequence (P47898 whole entry, looked up): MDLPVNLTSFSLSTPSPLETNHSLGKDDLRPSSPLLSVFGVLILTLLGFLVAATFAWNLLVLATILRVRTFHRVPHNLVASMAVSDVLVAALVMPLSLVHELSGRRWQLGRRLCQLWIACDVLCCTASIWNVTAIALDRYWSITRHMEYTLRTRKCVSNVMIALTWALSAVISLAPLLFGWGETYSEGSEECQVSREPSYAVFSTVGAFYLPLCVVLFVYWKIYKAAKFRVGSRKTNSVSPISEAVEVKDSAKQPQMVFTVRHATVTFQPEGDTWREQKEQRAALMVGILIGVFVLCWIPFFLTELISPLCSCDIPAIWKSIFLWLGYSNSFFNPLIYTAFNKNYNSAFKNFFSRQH
# PKA-R2B activ: activates the human PKA-R2B holoenzyme complex; P22694+P31323; PKA-R2B holoenzyme dissociation, Cy5-IP20 fluorescence polarization; R2B truncated from residue 108, S112A mutant; 0% DMSO only, 100% 113 µM cGMP; activation, % at 11.4 µM; 340,000 tested, 0.079% active; AID 504700;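 active = activation above a cutoff set at the mean over all compounds plus 3 SD, cut at about 18% in these data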;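 also: higher means more holoenzyme dissociation and a rise in polarization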
# Target sequence (P31323 whole entry, looked up, other chains not shown, the tested form may be a part): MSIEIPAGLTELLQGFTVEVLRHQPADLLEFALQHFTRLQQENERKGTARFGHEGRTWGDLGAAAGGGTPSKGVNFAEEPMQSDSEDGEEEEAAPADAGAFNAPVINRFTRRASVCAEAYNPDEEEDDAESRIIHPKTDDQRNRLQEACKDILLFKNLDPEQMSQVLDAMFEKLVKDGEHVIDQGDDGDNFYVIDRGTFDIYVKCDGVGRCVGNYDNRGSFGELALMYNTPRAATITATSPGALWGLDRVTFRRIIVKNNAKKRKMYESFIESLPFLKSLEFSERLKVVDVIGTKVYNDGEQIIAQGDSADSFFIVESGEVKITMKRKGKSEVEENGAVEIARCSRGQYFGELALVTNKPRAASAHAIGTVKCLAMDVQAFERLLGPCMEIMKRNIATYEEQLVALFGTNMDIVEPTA
# CDK5 inh: CDK5/p35 (human) kinase inhibition. Q00535+Q15078. Recombinant CDK5/p35, ADP-Glo luminescence, 60 min. inhibition, % at 10 µM. 330,000 tested, 0.01% active. AID 488839;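 active = highest replicate inhibition of at least 50% and at least 75% of replicates reaching 50%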;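 also: plate controls were DMSO neutral control for no effect and GW8510 at 10 µM for full effect; many of its hits are not listed in these tables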
# AddAB inh: less growth of phage-infected E. coli with AddAB. E. coli expressing H. pylori AddAB, absorbance growth. inhibition, % at 11.9 µM. 330,000 tested, 0.29% active. AID 435030; in the data active = inhibition above about 12%;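 also: 0% = vehicle wells of infected cells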
# phage Ecoli inh: E. coli growth loss with phage present. growth absorbance. inhibition, % at 11.9 µM. 360,000 tested, 0.26% active; in the data active = inhibition above about 11%
# SUMO Mot1 rescue: inhibitors of SUMOylation pathway: yeast Mot1-301 growth rescue | S. cerevisiae Mot1-301 growth rescue, ATP luminescence, 38.5C; percent above DMSO median, 100 means doubled | growth rescue, % at 18.8 µM | 320,000 tested, 1% active | AID 2716;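 active = every valid replicate shows activation above 250% relative to neutral control wells; inactive = the rest, any valid replicate at or below 250%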;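 also: OY570 slx delta 5 strain wells were the positive control but not used for scaling; some compounds called inactive have numbers as strong as hits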
# Ecoli viability: bacterial growth inhibition, counter-screen for AddAB inhibitors | E. coli V3065 growth, OD600 absorbance, 18 h | 330,000 tested, 0.27% active | inhibition, % at 11.9 µM | AID 449728;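 active = inhibition above the campaign's mean inhibition across all tested compounds plus 3 SD, cut at about 9.9% in these data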;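 also: uninfected addAB+ strain grown without phage in ampicillin broth; 0% = DMSO wells and 100% = ciprofloxacin 0.95 µg/ml wells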
# HTR5A ag ctr: HTR5A agonism, opioid heterodimer counter-screen. 340,000 tested, 0.61% active. activation, % at 9.3 µM. P47898. HTR5A agonist assay, luminescence, cell-based; in the data active = activation mostly above about 9.5%, no sharp cut-off; inactive = mostly below about 7.6%;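 also: 0% = cells with vehicle only and 100% = reference agonist; strong numbers were not always called active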
# PKA-R1A act: activates the PKA-R1A holoenzyme complex. P00514+P68181. PKA-R1A dissociation, Cy5-IP20 fluorescence polarization; scaled: DMSO 0%, 113 µM cGMP 100%. activation, % at 11.4 µM. 340,000 tested, 0.083% active. AID 504707;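 active = percent activation above the mean of all tested compounds plus 3 SD, cut at about 19% in these data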;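 also: higher means more PKAc released from R1A so a rise in polarization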
# Tat transport: inhibitors of E. coli Tat protein transport; 340,000 tested, 0.036% active; inhibition, % at 10 µM; AID 488895; E. coli MC4100 TorA-mCherry Tat export, fluorescence;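 active = mean replicate inhibition at least 50% and at least half of replicates individually reaching 50%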;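 also: exported cargo escapes ClpAP degradation while cytoplasmic cargo is degraded and loses fluorescence; 0% = median of neutral control wells and 100% = median of NaSCN control wells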
# DAGLB inh: diacylglycerol lipase beta (human) inhibition | 340,000 tested, 0.059% active | inhibition, % at 5.17 µM | AID 504411 | Q8NCG7 | HEK293T DAGLB membrane lysate, EnzChek fluorogenic substrate; in the data active = inhibition above about 34%;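 also: 0% = enzyme with vehicle and 100% = wells lacking enzyme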
# Active calls of the source: *; · = not tested or not shown.
compound	HTR5A inv ag	PKA-R2B activ	CDK5 inh	AddAB inh	phage Ecoli inh	SUMO Mot1 rescue	Ecoli viability	HTR5A ag ctr	PKA-R1A act	Tat transport	DAGLB inh
Cc1cc(C)n2nc(S(=O)(=O)NC(C)(C)C)nc2n1	-6	-6	1.1	1.4	4.4	5	0.7	0	-9	2	0
CC1(C)C2(C#N)C(=O)NC(=O)C12C#N (stereo not given)	5	-7	0.4	·	1.2	·	·	-1	-21	-2	0
Cc1cc(NC(=O)CSc2cn(C)c3ccccc23)no1	-18	-11	3.7	0.8	0.3	12	-1.5	6	-4	-3	-1
OC1(C(F)(F)F)CC(c2ccc3ccccc3c2)=NO1 (stereo not given)	10	-5	-1.1	1.5	2.4	133	2.4	1	1	7	-6
CC(C)c1ccc2c(c1)C(=O)NC(C)(C)C2	2	-2	0.3	5.6	1.2	-4	0.3	-1	-2	-7	-1
C=CCNC(=O)C1CC(=O)N(c2ccc(OCc3ccc(F)cc3)cc2)C1 (stereo not given)	-6	-1	2.2	3.3	2.7	-7	-0.5	-1	-5	-4	-2
COc1ccc(S(=O)(=O)N(CC(=O)NCCCN(C)C)c2ccc(C)cc2)cc1OC	-8	4	-0.6	0.2	-0.5	126	1.8	-3	-3	-7	1
Nc1nc(CSc2nc3ccccc3s2)nc(N2CCCCC2)n1	-10	6	0.5	-2.4	0.0	·	0.6	-1	-5	0	-7
Cc1ccnc(NC(=O)CCC(=O)N(CC(=O)NC2CCCCC2)C2CCCC2)c1	-18	1	0.6	-0.3	-0.1	9	-2.3	6	-1	4	-1
C=C(C)COc1ccc2c(C)c(C)c(=O)oc2c1OCC(=C)C	-3	5	-1.5	-2.0	1.1	17	-0.8	1	-6	-5	-14
CC(C)Sc1nc2ccccc2n1CC(=O)O	-16	-3	0.4	-0.6	5.3	48	-0.9	4	-5	5	-2
c1ccc(CNc2ncnc3c2cnn3-c2ccccc2)cc1	-13	-1	-0.5	3.6	2.7	9	2.6	6	-8	-9	-4
Cc1ccc2[nH]c(CNC(=O)c3ccc(F)cc3)cc2c1	-18	-2	-0.8	1.8	2.4	-6	-1.7	5	2	11	1
CCOc1ccc(N2C(=O)CC(NCCNc3ccc([N+](=O)[O-])cn3)C2=O)cc1 (stereo not given)	16	9	-0.5	2.2	3.1	-6	1.2	-4	-3	-2	1
O=C(NC1c2ccccc2-c2ccccc21)N1CCCCC1	9	10	-1.3	·	1.7	·	·	2	6	2	-3
COc1ccc2oc(C(=O)OCc3nnc(-c4ccccc4)o3)c(C)c2c1	-11	-3	-1.9	1.7	2.6	194	-0.6	3	4	-1	-2
COc1ccc(/C=C2/SC(=S)N(CCCC(=O)Nc3cccc(O)c3)C2=O)cc1	-5	-5	9.2	3.4	-0.6	-3	0.4	5	-12	-4	-6
CC(=O)N1CCN(Cc2nc3cc(NC(=O)NC4CCCCC4)ccc3n2C)CC1	-1	3	0.3	0.2	1.8	-5	-1.4	1	4	3	-3
CC1(C(=O)NC2CCCC2)CCC(=O)N1Cc1ccc2c(c1)OCO2 (stereo not given)	3	-4	1.6	1.3	0.9	5	0.9	2	-4	3	-1
CCCNC(=O)c1onc(CSc2ccccc2)c1C(=O)NCCC	3	-3	-0.3	4.1	3.3	9	2.5	6	5	5	-3
CC1=C(C(=O)OCc2ccc3c(c2)OCO3)C(c2ccc(Cl)cc2)NC(=O)N1 (stereo not given)	-5	-10	1.7	-1.5	2.2	·	-0.7	2	3	12	4
CCOC(=O)c1ccc(NC(=O)c2ccnn2C)cc1	-6	-8	1.9	1.1	1.5	-7	-1.2	1	-3	-5	-2
CCN(CC)S(=O)(=O)c1ccc(OC)c(NC(=O)CCc2c(C)noc2C)c1	-8	-3	2.1	-1.3	-0.5	·	-2.0	3	-16	2	1
O=C(Nc1ccc2c(c1)nc1n2CCCCC1)c1cc(S(=O)(=O)N2CCOCC2)ccc1Cl	17	-4	-2.1	0.0	3.0	64	2.8	-6	-6	2	3
COc1ccccc1N1C(N)=NC(N)=NC12CCCCC2	-16	2	2.2	·	0.1	-8	·	4	0	4	0
Cc1cc(Cl)ccc1C(=O)C1CCCN(C(=O)c2ccoc2)C1 (stereo not given)	0	-3	-2.0	0.9	1.1	6	-0.2	0	10	-6	-1
O=C(Cn1c(=O)oc2ccccc21)N1CCN(c2ccc(N3CCOCC3)nn2)CC1	-1	-4	-0.1	2.6	3.6	11	3.3	0	-12	0	1
O=C(CNC(=O)c1ccco1)NNC(=O)c1ccc(Br)cc1	-20	-6	-0.5	1.2	1.3	19	1.1	8	-2	-6	0
CCOc1ccc(S(=O)(=O)Nc2ccc(C(=O)NCC(c3ccco3)N3CCCCC3)cc2)cc1 (stereo not given)	-7	2	-7.0	0.3	1.9	-14	0.1	3	4	2	1
Brc1ccccc1OCCOCCOc1cccc2cccnc12	-5	-8	0.8	2.4	0.9	298	-1.2	0	-14	3	-7
O=C(OCc1cccc(Cl)c1)c1cc([N+](=O)[O-])ccc1N1CCOCC1	3	-1	-0.3	0.7	5.3	-33	-0.3	-1	-1	10	-2
COc1cccc(NC(=O)CN(C)C(=O)c2cc(S(=O)(=O)Nc3ccccc3OC)ccc2C)c1	2	-14	-0.7	·	-0.9	·	·	1	0	5	-4
Cc1ccc(-c2nc(CN3CCN(C(=O)C4CCCO4)CC3)cs2)cc1 (stereo not given)	14	3	-0.4	-2.1	1.3	-1	-1.9	5	2	-1	0
CCNC(=O)C(=O)N1CCC2(CC1)OCCN2S(=O)(=O)c1ccc(C)cc1	19	-4	-0.1	0.8	1.0	-2	0.4	-7	-7	-9	-1
Cc1[nH]n(-c2ccc(Cl)cc2)c(=O)c1C=NC12CN3CN(CN(C3)C1)C2	4	0	2.5	3.7	4.0	-7	0.1	-2	-5	1	2
CCOC(=O)C1CCN(C(=O)Cn2cnc3sc(C)c(S(=O)(=O)N4CCCCC4)c3c2=O)CC1	-14	-18	-0.1	0.8	-0.4	-2	-1.3	5	-4	1	0
CCn1cc(C(=O)Nc2ccc(Cl)cc2Cl)cn1	3	-3	3.0	1.8	0.1	13	-0.7	-8	1	-8	-3
C=CCN(c1ccccc1)S(=O)(=O)c1ccc2[nH]cc(C(=O)NCCOC)c(=O)c2c1	-6	-13	0.9	-2.7	0.9	-19	-2.8	2	4	2	0
Cc1c(Br)c(=O)oc2c(Br)c(O)ccc12	-12	1	-0.1	-0.2	3.2	26	-0.3	4	-8	16	2
COc1ccccc1NC(=O)CCCN1C(=O)C(c2ccccc2)Oc2cccnc21 (stereo not given)	5	-2	-1.4	2.9	3.9	-18	0.2	-1	2	0	-4
CCC(=O)Oc1ccc(C(=O)Nc2ccc3c(c2)OCO3)cc1	·	·	0.1	1.4	3.2	-15	-1.3	·	·	1	·
Cc1cc(=O)[nH]c(N/N=C/c2cc(C)n(-c3ccccc3)c2C)n1	-5	3	-1.0	5.3	4.9	·	1.7	0	3	1	-1
CCC1(C)NC(=O)N(CC(=O)NCC(=O)Nc2c(C)cc(C)cc2C)C1=O (stereo not given)	9	-6	0.8	3.0	0.9	8	1.2	-4	-18	-6	-2
Cc1ccn(C(CC(=O)c2ccc(Br)cc2)C(=O)O)n1 (stereo not given)	-2	-8	-0.1	-0.8	-1.8	22	-5.2	2	-8	4	-1
Cc1cc([N+](=O)[O-])nn1CC(=O)N1CCOCC1	5	-7	-0.8	1.5	-0.1	13	2.6	-2	-3	0	-2
Cc1ccc(NC(=S)Nc2cccc(S(=O)(=O)Nc3c(C)n(C)n(-c4ccccc4)c3=O)c2)cc1	6	-4	0.7	3.6	2.0	7	1.5	-2	-8	-1	-1
COc1ccc(NC(=S)Nc2ccc3nsnc3c2)cc1	-22	-5	0.3	0.3	2.4	8	0.3	2	-8	-6	-11
Cc1ccc(Oc2ncnc3sccc23)cc1	-21	-3	-0.4	0.3	2.3	-12	-0.6	8	-6	-3	-2
Cc1cccc(OCCC(=O)OCC(=O)N2CCc3ccccc32)c1	3	4	-1.0	3.0	1.7	-21	-0.6	0	5	3	-4
Cc1ccc(S(=O)(=O)Nc2ccc3c4c(cccc24)CC3)c(C)c1	-1	-17	0.0	6.8	1.4	-9	1.6	1	-12	15	-4

# Next entries.
compound	HTR5A inv ag	PKA-R2B activ	CDK5 inh	AddAB inh	phage Ecoli inh	SUMO Mot1 rescue	Ecoli viability	HTR5A ag ctr	PKA-R1A act	Tat transport	DAGLB inh
OCCC1CN(Cc2cn[nH]c2C2CCCCC2)CCN1C1CCCCC1 (stereo not given)	-24	9	0.7	-0.6	4.0	-7	-0.2	9	8	1	1
Cc1cc(-c2nn(-c3ccccc3F)cc2CNCCc2cnccn2)c(C)s1	6	8	-0.8	3.2	2.2	-8	-3.2	-2	-2	6	-4
CN(C)S(=O)(=O)N1CCN(c2ccc([N+](=O)[O-])c(N3CCCCC3)c2)CC1	8	-13	-5.5	2.8	4.9	-1	0.0	-3	-4	1	0
O=C(N/N=C/c1ccccc1[N+](=O)[O-])c1ccncc1	0	4	0.3	-0.5	3.2	229	-1.9	0	6	-1	13
Cc1ccc(NC(=O)NC2CCCc3ccccc32)cc1 (stereo not given)	-15	0	-1.0	0.2	-1.5	-2	-0.9	5	-2	-1	-3
CCN(CC)CCNC(=O)c1cn(CC)c2cc(N3CCN(C)CC3)c(F)cc2c1=O	2	-14	1.1	100*	96*	-6	98*	-1	-15	35	-2
O=C1/C(=C\c2ccc(O)c(O)c2)C(c2ccccc2)=NN1c1ccccc1	1	1	0.9	·	1.8	·	·	-1	-1	-11	23
Cn1nnc2cc(NC(=O)Nc3cccc(Cl)c3)ccc21	-26	11	-7.2	0.1	1.8	-22	-1.6	7	-6	-5	-1
CN(C)C(=S)SCCn1c(N)nc(N(C)C)nc1=O	-20	5	1.9	4.3	1.2	-11	1.2	3	0	5	1
O=C1c2ccccc2NC(c2ccccc2O)N1O (stereo not given)	-4	4	1.2	2.5	5.3	384*	3.2	1	7	-2	-1
COc1ccc(Cl)cc1C(=O)Nc1ccccc1N1CCN(C(=O)C(C)C)CC1	9	2	0.5	-0.1	1.9	-10	0.5	3	-10	2	0
CCC(C(=O)Nc1ccc(S(=O)(=O)Nc2ncccn2)cc1)c1ccccc1 (stereo not given)	2	-7	-4.1	1.6	2.4	41	0.3	0	-7	19	1
COc1cccc(NC(=O)N2CCCC2C(=O)NCc2ccccc2)c1 (stereo not given)	-4	2	-0.8	-1.6	1.5	673	-0.8	1	-10	-5	1
CN1C[C@@H]2[C@@H]3C(=O)N(C)C(=O)[C@@H]3[C@](C)(C1=O)N2C(=O)c1ccc(F)cc1	-33	-12	-0.4	·	3.4	·	·	11	-1	0	-3
